From PubChem BioAssay
Rac1 wt modul = alters GTP binding to wildtype human Rac1. P63000. GST-Rac1 beads, fluorescent GTP binding, flow cytometry; actives lie on both sides; 0 = cold GTP competed, 100 = untreated. GTP binding activity (% of control), % at 10 µM. 190,000 tested, 0.27% active;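 active means GTP binding activity at least 20 points away from the 100% control level, either lower or higher; inconclusive means compound flagged as likely green fluorescent, judged across all proteins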
Avidin bead fluor = compound fluoresces at 488/530 nm on avidin beads; compound fluorescence 488/530 nm, flow cytometry; stronger effect = higher value; fluorescence (KMESF) at 10 µM; 220,000 tested, 0.38% active; in the data active means fluorescence above about 47; further: inactives centre near 10
Cdc42 wt GTP = changes GTP binding to wildtype human Cdc42 | 190,000 tested, 0.2% active | percent activity (GTP binding), % at 10 µM | GST-Cdc42 beads, Bodipy-GTP binding, flow cytometry; actives lie on both sides | AID 761;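 active means percent activity GTP binding at least 20 points away from the 100% baseline, either down as inhibitor or up as activator; inconclusive means compound flagged as likely green fluorescent from well-wide comparison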;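 further: median bead fluorescence of bound Bodipy-FL-GTP at 100 nM; 0% = excess unlabeled GTP control and 100% = no compound control; below 100% means less GTP binding so inhibitor and above means activator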
Target sequence (P60953 whole entry, looked up): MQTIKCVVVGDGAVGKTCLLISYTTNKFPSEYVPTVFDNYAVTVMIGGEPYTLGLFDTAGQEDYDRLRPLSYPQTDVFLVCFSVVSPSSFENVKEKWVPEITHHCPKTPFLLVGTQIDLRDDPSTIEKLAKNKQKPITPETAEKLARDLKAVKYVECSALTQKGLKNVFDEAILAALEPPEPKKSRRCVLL
HRas wt GTP bind = modulators of GTP binding to human HRas wildtype; P01112; GST-Ras wt beads, Bodipy-FL-GTP binding, flow cytometry; actives lie on both sides; GTP binding activity, % at 10 µM; 190,000 tested, 0.14% active;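 active means GTP binding activity at least 20% away from the 100% baseline, either lowered as inhibitor or raised as activator; inconclusive means flagged as likely green fluorescent, judged across all proteins in the well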;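 further: 0% = unlabeled GTP competition control and 100% = no-compound control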
Target sequence (P01112 whole entry, looked up): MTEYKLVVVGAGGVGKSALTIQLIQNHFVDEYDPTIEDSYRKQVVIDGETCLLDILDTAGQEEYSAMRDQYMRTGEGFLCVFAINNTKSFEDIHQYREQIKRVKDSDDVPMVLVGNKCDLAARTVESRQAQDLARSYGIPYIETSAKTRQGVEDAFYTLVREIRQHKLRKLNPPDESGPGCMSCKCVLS
Rab2A wt mod = changes GTP binding to wildtype dog Rab2A, up or down; GTP binding activity, % at 10 µM; 190,000 tested, 0.19% active; P61105; GST-Rab2 wt beads, Bodipy-GTP binding, flow cytometry;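 active means GTP binding activity at least 20 points away from 100%, either lowered or raised; inconclusive means signal likely due to the compound's own green fluorescence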;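 further: 0% = beads with excess unlabeled GTP and 100% = no-compound control corrected for plate trend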
Rab7 wt modul = modulators of GTP binding to dog Rab7 wildtype GTPase; GST-Rab7 beads, fluorescent GTP binding, flow cytometry; actives lie on both sides; untreated = 100%, excess cold GTP = 0%; GTP binding activity (percent of control), % at 10 µM; 190,000 tested, 0.055% active;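 active means fluorescent GTP binding to Rab7 beads changed by at least 20 points from the 100% baseline, either direction, mostly lower; inconclusive means compound itself probably fluorescent, or too few beads counted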;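 further: median green fluorescence of bound Bodipy-FL-GTP per Rab7 bead population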
Rac1 act GTP bind = modulators of GTP binding to human Rac1 activated mutant; P63000; GST-Rac1 activated beads, fluorescent GTP binding, flow cytometry; actives lie on both sides; 100% means binding = to untreated wells; percent activity (GTP binding), % at 10 µM; 190,000 tested, 0.11% active;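 active means GTP binding at least 20 percentage points away from the 100% baseline, in either direction, so actives lie on both sides; inconclusive means Compound likely fluorescent itself, or too few beads counted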
Mcl1 Noxa PPI = disrupts binding of human Mcl-1 to Noxa peptide; 220,000 tested, 1.5% active; Q07820; TR-FRET Mcl-1/Noxa peptide binding, 2 h; AID 1022; inhibition, % at 21.7 µM;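 active means compounds that cut the protein-peptide binding signal by more than 50% relative to plate controls in a single-dose test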;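 further: His-tagged Mcl-1 with rhodamine Noxa BH3 peptide and terbium anti-His antibody; 0% = Mcl-1 plus Noxa peptide wells and 100% = peptide-only wells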
Target sequence (Q07820 whole entry, looked up): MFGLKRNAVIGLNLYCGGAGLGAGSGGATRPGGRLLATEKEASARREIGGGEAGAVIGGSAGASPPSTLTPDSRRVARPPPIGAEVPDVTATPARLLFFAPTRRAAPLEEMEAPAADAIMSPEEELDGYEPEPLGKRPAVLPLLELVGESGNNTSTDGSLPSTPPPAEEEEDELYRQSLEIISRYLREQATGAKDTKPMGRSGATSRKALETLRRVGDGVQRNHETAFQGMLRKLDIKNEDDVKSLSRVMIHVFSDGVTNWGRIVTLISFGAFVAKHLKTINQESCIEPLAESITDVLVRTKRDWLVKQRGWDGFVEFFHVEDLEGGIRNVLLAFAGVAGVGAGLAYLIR
Pf gamet viab = P. falciparum stage V gametocyte viability inhibition; P. falciparum stage V gametocytes, ATP luminescence, 24 h; inhibition, % at 10.9 µM; 150,000 tested, 0.065% active; AID 743093;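 active means inhibition above the mean plus 3 SD of compounds within the control limits, set per campaign, cut at about 38% in these data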;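 further: 0% = DMSO wells and 100% = medium only without gametocytes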
ABCB1 inh = human ABCB1 inhibition, ABCG2 as counter-screen; P08183; CCRF-Adr cells, JC-1 efflux, flow cytometry; inhibition, % at 6.6 µM; 190,000 tested, 0.067% active; in the data active means inhibition above about 40%;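 further: 0% = vehicle and 100% = reference inhibitor; higher value means more JC-1 retained so stronger ABCB1 efflux block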
ABCG2 block = inhibitors of human ABCG2 transporter, ABCB1 counter-screen; IgMXP3 cells, JC-1 efflux, flow cytometry; 190,000 tested, 0.1% active; Q9UNQ0; AID 1325; inhibition, % at 6.6 µM;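 active means inhibition above 80%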;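 further: 0% = DMSO and 100% = nicardipine control wells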
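test system = two drug-resistant human cell lines, ABCG2 and ABCB1 | amount = 3 million cells/mL final, two lines in 1:1 ratio | reagent = JC-1 transporter substrate | doses = one concentration, 6.6 µM final | incubation = 10 min at 25 °C | signal = flow cytometric JC-1 green MFI at 530 nm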
An asterisk follows results filed as active; ? = inconclusive; / = not tested or not shown.

SMILES | Rac1 wt modul | Avidin bead fluor | Cdc42 wt GTP | HRas wt GTP bind | Rab2A wt mod | Rab7 wt modul | Rac1 act GTP bind | Mcl1 Noxa PPI | Pf gamet viab | ABCB1 inh | ABCG2 block
COc1cc(/C=N/NC(=O)C(Cc2c[nH]c3ccccc23)NC(=O)OCc2ccccc2)cc([N+](=O)[O-])c1O (stereo not given) | 78* | 8 | 83 | 80 | 77* | 83 | 82 | 81* | 19 | -0.5 | -3
C/C(=N/NC(=O)c1cc(C2CC2)[nH]n1)c1cccs1 | 107 | 12 | 103 | 104 | 99 | 105 | 98 | 15 | -1 | 0.7 | 2
CC(=O)Nc1cc(NC(C)=O)c2nc(N)sc2c1 | 103 | 14 | 101 | 102 | 101 | 100 | 101 | 10 | 24 | -0.2 | 23
Cc1cc(C)c(C(=O)COC(=O)Cn2cnnn2)cc1C | 100 | 4 | 97 | 97 | 96 | 97 | 96 | 0 | -3 | 0.1 | 0
CCOC(=O)C1=NOC(C(=O)NN(C)c2ncc(C(F)(F)F)cc2Cl)C1 (stereo not given) | 99 | 8 | 96 | 99 | 102 | 107 | 98 | 3 | -2 | 0.5 | 4
COc1ccc(C(=O)COc2cccc(NC(=O)c3ccco3)c2)cc1 | 100 | 4 | 98 | 98 | 96 | 98 | 98 | -4 | / | 0.8 | 11
O=C(NCCOCC(F)(F)C(F)F)c1cc(F)c(F)cc1Cl | 105 | 5 | 103 | 101 | 103 | 98 | 101 | 0 | / | 0.1 | 1
CCN(CC)C(=O)c1ccccc1NC(=O)c1ccccc1SC | 100 | 8 | 97 | 99 | 98 | 105 | 96 | 0 | 1 | 3.7 | 7
O=C(CNCC1CCCCC1)Nc1ccccc1N1CCCCC1 | 102 | 40 | 102 | 103 | 101 | 102 | 98 | 29 | / | 0.6 | 2
CC(C)C(OC(=O)/C=C/c1ccc2c(c1)OCO2)C(=O)NC(N)=O (stereo not given) | 100 | 11 | 94 | 97 | 95 | 93 | 96 | 15 | 9 | 0.2 | 1
COc1ccc(C(O)P(=O)(O)CCc2ccccc2)cc1 (stereo not given) | 99 | 8 | 99 | 100 | 99 | 103 | 94 | -5 | / | 0.2 | -1
O=C(Nc1cccc2nsnc12)c1ccc2c(c1)OCCO2 | 96 | 8 | 96 | 97 | 94 | 95 | 95 | 10 | / | 0.0 | 3
CCOC(=O)/C=C/C(=O)OCC(=O)Nc1cccc(Br)c1 | 97 | 9 | 95 | 97 | 100 | 105 | 96 | 6 | 16 | 0.1 | 4
CCc1cccc(C)c1NC(=O)CSc1nc(-c2ccccc2F)nc2nc[nH]c12 | 107 | 12 | 100 | 102 | 99 | 100 | 99 | -27 | / | 0.5 | 5
C=CCOC(=O)C1=C(C)NC(SCC(=O)OCC)=C(C#N)C1c1ccc(O)c(OC)c1 (stereo not given) | 100 | 7 | 99 | 97 | 96 | 93 | 96 | 9 | / | 0.5 | 0
COC(=O)c1cccc(Oc2cccc(Cl)n2)c1 | 99 | 12 | 95 | 101 | 99 | 104 | 95 | -11 | -4 | 0.3 | 4
O=C(NS(=O)(=O)c1ccccc1)c1ccccc1 | 104 | 34 | 100 | 104 | 100 | 101 | 99 | 25 | 12 | 0.4 | 1
COc1ccccc1-n1c(=S)sc2c(=O)n(Cc3ccco3)c(SC)nc21 | 102 | 12 | 101 | 99 | 98 | 100 | 100 | 10 | -5 | 1.4 | 23
CCOC(=O)CSc1nc2ccc(C)cc2cc1C#N | 104 | 22 | 103 | 103 | 100 | 100 | 100 | -7 | 7 | / | /
COc1cccc(OC)c1C(=O)OCC(=O)/C(C#N)=C(\C)N | 98 | 12 | 95 | 95 | 98 | 99 | 94 | -7 | 17 | 0.1 | 0
COc1cc(NC(=S)NCc2ccc(S(N)(=O)=O)cc2)cc(OC)c1 | 96 | 6 | 96 | 98 | 96 | 96 | 97 | 13 | -14 | -0.5 | -1
COC(=O)c1ccc(COc2cc([N+](=O)[O-])cc3cccnc23)o1 | 100 | 8 | 98 | 97 | 102 | 98 | 98 | 40 | -11 | 0.8 | 19
COC(=O)c1cc(OC)c(OC)cc1NC(=O)Nc1ccc(OC)cc1OC | 92 | 26 | 95 | 96 | 94 | 94 | 92 | -10 | / | 0.2 | 0
CCCn1c(CN2CCN(C(=O)c3ccco3)CC2)nc2c1c(=O)n(C)c(=O)n2C | 97 | 7 | 102 | 97 | 97 | 95 | 96 | -2 | / | 0.6 | 0
Cc1ccc2c(c1)N(CC(=O)NCc1ccco1)C(=O)CO2 | 107 | 20 | 102 | 100 | 99 | 100 | 96 | -32 | / | 0.1 | 0
O=C1N(Cc2cccnc2)C[C@@H]2C[C@@H](c3ccc(-c4ccccc4)cc3)N3CCC[C@@]123 | 99 | 11 | 98 | 97 | 99 | 98 | 95 | 3 | -2 | 0.9 | 0
O=C(NC1CC2CCC1C2)C1COc2ccccc2O1 (stereo not given) | 106 | 11 | 104 | 103 | 101 | 101 | 100 | 2 | / | 0.3 | 1
CCOc1ccc(/C=N/OC(C)C(=O)NCc2ccc3c(c2)OCO3)cc1 (stereo not given) | 98 | 16 | 95 | 94 | 93 | 97 | 92 | 7 | 6 | 0.6 | 24
O=C(O)C1=C[C@H](c2csc3ccccc23)C[C@H](OCc2ccc(CO)cc2)O1 | 94 | 6 | 91 | 93 | 91 | 103 | 89 | 1 | 13 | 0.5 | 2
COc1ccc(C(=O)C(OC(=O)c2ccccc2Cl)c2ccccc2)cc1 (stereo not given) | 104 | 10 | 103 | 102 | 98 | 98 | 99 | 19 | 5 | 0.0 | 8
CNc1ccc(/C=C/C(=O)c2ccc(C)cc2)cc1[N+](=O)[O-] | 101 | 15 | 98 | 97 | 96 | 93 | 95 | 35 | -1 | 0.6 | 9
CCOc1cc(CNCCCN2CCOCC2)cc(Br)c1OCc1ccccc1Cl | 103 | 8 | 103 | 99 | 98 | 97 | 98 | 17 | -4 | 0.2 | 1
[O-]/C(=C(\C(=S)NCc1ccco1)[n+]1ccccc1)c1ccccc1Br | 101 | 23 | 100 | 101 | 101 | 99 | 96 | 17 | 19 | -0.5 | -1
N#Cc1cc(-c2cccc(Cl)c2)c[nH]c1=O | 103 | 1 | 103 | 104 | 107 | 100 | 103 | 15 | / | 0.3 | 1
CCN1c2ccccc2-c2nc3ccccc3n2C1c1cccnc1 (stereo not given) | 101 | 5 | 100 | 99 | 98 | 103 | 99 | 9 | / | 0.7 | 2
CC(=O)c1c(C)[nH]c(C(=O)CSc2nnc(N)s2)c1C | 95 | 14 | 94 | 95 | 93 | 97 | 95 | -5 | -7 | 0.3 | 4

Molecules listed so far containing a thiophene ring, fused or not:
SMILES | Rac1 wt modul | Avidin bead fluor | Cdc42 wt GTP | HRas wt GTP bind | Rab2A wt mod | Rab7 wt modul | Rac1 act GTP bind | Mcl1 Noxa PPI | Pf gamet viab | ABCB1 inh | ABCG2 block
C/C(=N/NC(=O)c1cc(C2CC2)[nH]n1)c1cccs1 | 107 | 12 | 103 | 104 | 99 | 105 | 98 | 15 | -1 | 0.7 | 2
O=C(O)C1=C[C@H](c2csc3ccccc23)C[C@H](OCc2ccc(CO)cc2)O1 | 94 | 6 | 91 | 93 | 91 | 103 | 89 | 1 | 13 | 0.5 | 2

The results go on:
SMILES | Rac1 wt modul | Avidin bead fluor | Cdc42 wt GTP | HRas wt GTP bind | Rab2A wt mod | Rab7 wt modul | Rac1 act GTP bind | Mcl1 Noxa PPI | Pf gamet viab | ABCB1 inh | ABCG2 block
CCc1ccc(CCC(=O)Nc2ccc(C)cc2C)o1 | 98 | 16 | 99 | 100 | 98 | 98 | 93 | 38 | / | 0.4 | 2
CCN(CC)c1ccc(C=O)c(OC)c1 | 101 | 12 | 97 | 100 | 98 | 103 | 95 | -2 | -31 | 0.8 | 5
CCOC(=O)NCN1C(=O)C2C3C=CC(C3)C2C1=O (stereo not given) | 106 | 36 | 106 | 105 | 103 | 102 | 101 | 0 | / | 0.3 | 1
CC(C)(O)C(=O)NNC(=S)NCc1ccco1 | 98 | 6 | 97 | 97 | 100 | 102 | 95 | 18 | 11 | 2.9 | 4
CCOC(=O)CNC(=O)c1ccc2c(c1)OCCO2 | 100 | 5 | 100 | 99 | 97 | 97 | 95 | 9 | -11 | -2.1 | -2
COc1ccc(-n2cnnc2SCC(=O)Nc2cccnc2Cl)cc1 | 100 | 10 | 100 | 98 | 98 | 101 | 95 | -8 | -2 | 0.8 | 8
CN(CCC#N)C(=O)COC(=O)c1ccc(Cl)c(S(=O)(=O)N(C)c2ccccc2)c1 | 93 | 8 | 95 | 92 | 94 | 94 | 95 | 4 | / | 0.3 | 3
CCCOC(=O)CCn1c(=S)oc2ccccc21 | 109 | 4 | 105 | 104 | 102 | 104 | 102 | 4 | / | 0.1 | 1
Cc1cccc(-n2ncc3c(N4CC(C)CC(C)C4)ncnc32)c1 (stereo not given) | 101 | 14 | 103 | 99 | 98 | 98 | 99 | -9 | / | 0.7 | 6
Cc1c2c(n3c(nc4ccccc43)c1C#N)N(CCN1CCOCC1)CC2 | 99 | 11 | 97 | 100 | 99 | 108 | 95 | 2 | 21 | 1.3 | 3
Cc1nc2c(-c3ccc(Cl)cc3)c(C)[nH]n2c(=O)c1Cc1ccccc1 | ? | 5 | ? | ? | ? | ? | ? | -6 | 20 | -0.6 | 1
O=C(CSc1nnc(SCc2ccc(Cl)cc2)s1)N/N=C/c1c[nH]c2ccccc12 | 101 | 10 | 100 | 99 | 98 | 98 | 99 | 65* | / | -0.4 | 3
CCCCCCCCCS(=O)(=O)N/N=C/c1cccc([N+](=O)[O-])c1 | 93 | 16 | 89 | 95 | 93 | 95 | 87 | 4 | / | 0.2 | 1
Cc1ccc(C)c(/C=N/NC(=S)NC(C)C)c1 | 101 | 5 | 99 | 95 | 96 | 91 | 98 | 16 | -9 | 0.4 | 2
COc1ccc(OC)c(-c2c[n+](=O)c3c(n2[O-])CCCC3)c1 | 100 | 5 | 100 | 99 | 98 | 94 | 97 | 3 | -40 | 0.1 | 1
COC(=O)CCC(=O)NNC(=O)c1cccc(Br)c1 | 100 | 14 | 105 | 102 | 102 | 96 | 101 | 6 | -2 | 0.2 | 2
Cc1ccc2ncccc2c1NC(=S)NC(=O)c1ccccc1 | 94 | 13 | 89 | 94 | 95 | 102 | 90 | 12 | / | 1.0 | 3
O=C(CSc1nc2c(sc3ccccc32)c(=O)n1CCO)NCc1ccco1 | 93 | 6 | 93 | 92 | 92 | 93 | 92 | 10 | 16 | -0.2 | 6
O=C(NCCc1c[nH]c2ccccc12)C(=O)NCC(c1ccco1)N1CCN(c2ccccc2F)CC1 (stereo not given) | 101 | 45 | 101 | 102 | 100 | 101 | 99 | -16 | / | 3.8 | 16

Compounds as they come; 2.3% or so of the library scored in one or more.
